Source: PubChem
TDP-43 yeast inh: inhibitors of TDP-43 toxicity in yeast | Potency, µM (top dose mostly 46.1 µM), inactives show at the highest dose growth rescue (activation), actives largely listed as activators | AID 652104 | actives 1.8% (n = 410,000) | TDP-43 expressing yeast growth rescue, BacTiter-Glo, 24 h; further: potency means the concentration at half of the fitted maximal effect; % of control where 0% means no effect; nearly all actives have a fitted effect of over 50% in size
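Galactose-induced TDP-43 yeast, OD600=0.02, compound pinned; 24 hr, 30 deg C; BacTiter-Glo luminescence for growth. Inhibitors of TDP-43 toxicity read as activators.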
D3 antag: blocks the human D3 dopamine receptor; P35462; D3R cells, DiscoveRx beta-arrestin luminescence, antagonist mode; stronger effect = lower value; max response, negative = inhibition, %; actives 2.5% (n = 360,000); AID 652054; in the data active means max response below about -50%; inconclusive means no clear call, values can overlap the other calls; further: on the % scale 0 is the no-effect control and ±100 the full control effect; mostly tested at two doses, the higher about 12 µM
Target sequence (P35462 whole entry, looked up): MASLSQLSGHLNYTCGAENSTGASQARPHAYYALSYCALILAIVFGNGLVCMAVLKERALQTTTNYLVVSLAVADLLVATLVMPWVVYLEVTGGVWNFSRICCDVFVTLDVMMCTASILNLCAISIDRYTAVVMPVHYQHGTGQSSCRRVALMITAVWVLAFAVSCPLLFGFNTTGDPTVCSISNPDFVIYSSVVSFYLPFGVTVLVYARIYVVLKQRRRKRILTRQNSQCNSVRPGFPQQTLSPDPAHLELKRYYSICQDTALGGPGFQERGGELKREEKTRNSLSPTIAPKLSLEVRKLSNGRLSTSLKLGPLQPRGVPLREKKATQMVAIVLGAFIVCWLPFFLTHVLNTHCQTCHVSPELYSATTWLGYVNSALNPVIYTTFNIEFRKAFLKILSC
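Cells plated overnight at 1500 cells/well, then exposed to library compounds with dopamine controls for 90 minutes at 37 degrees C. DiscoveRx reagent added for 30–60 minutes at room temperature; luminescence read, quantitative HTS format.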
GLP1R inv ag: GLP-1 receptor (human) inverse agonism; actives 1.6% (n = 410,000); Potency, µM (doses to about 38.3 µM), for the others: top-dose activity change, negative = inhibition, actives largely listed as inhibitors; P43220; HEK293 GLP-1R CRE-luciferase, luminescence, 24 h; GLP-1R form is constitutively active; further: potency means the concentration at half of the fitted maximal effect; on the % scale 0 is the no-effect control and ±100 the full control effect; nearly all actives have a fitted effect of over 55% in size
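GLP-1R inverse agonism mode: basal reporter luminescence in engineered HEK293 cells measured after one day of compound exposure at 37 deg C, with a 12 min room-temperature detection step.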
aSyn rescue: rescues yeast growth from alpha-synuclein toxicity; Yeast expressing alpha-synuclein, growth rescue, BacTiter-Glo, 24 h; Potency, µM (doses to about 46.1 µM), for inactives: at the highest dose growth rescue (activation), usual class: activators; actives 0.14% (n = 370,000); AID 652106; further: potency means the concentration at half of the fitted maximal effect; % of control where 0% means no effect; nearly all actives have a fitted effect of over 65% in size
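Galactose-induced alpha-syn yeast (OD600=0.02, raffinose-pregrown) + pinned cpd, 24 hr, 30 deg C; growth by BacTiter-Glo luminescence. Growth restoration scores as activation.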
KB-V1 MDR tox: kills drug-selected multidrug resistant KB-V1 cells; KB-V1 MDR cells viability, CellTiter-Glo, 72 h; Potency, µM (doses to about 46.1 µM), inactives show at the highest dose activity change, negative = cytotoxicity, hits mostly cytotoxic; actives 3.4% (n = 400,000); AID 1347076; further: potency means the concentration at half of the fitted maximal effect; on the % scale 0 is the no-effect control and ±100 the full control effect; nearly all actives have a fitted effect of over 60% in size
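Following 72 h at 37 degrees C with compound, KB-V1 cell viability was read by CellTiter-Glo luminescence, medium being phenol-red-free DMEM plus 10% FBS; concentration-response parameters came from normalized, curve-fitted qHTS data.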
GLP1R cytotox: cytotoxicity in counter-screen for GLP-1R inverse agonists; actives 0.13% (n = 410,000); Potency, µM (titrated, usually from 38.3 µM), without a hit: top-dose activity change, negative = inhibition, actives largely listed as inhibitors; HEK293 cAMP-luciferase reporter cells, luminescence, 24 h; AID 624418;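 further: loss of luciferase light is scored as toxicity; potency means the concentration at half of the fitted maximal effect; on the % scale 0 is the no-effect control and ±100 the full control effect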
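1536-well qHTS counterscreen of the MLSMR; 200 cells/uL, 12 h pre-incubation, 23 nL cpd, 24 h at 37 deg C 5% CO2, luciferase detection reagent, 12 min RT, luminescence. Inhibition = undesired.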
DRD3 agonist: D3 dopamine receptor (human) agonism; P35462; D3R DiscoveRx beta-arrestin cells, luminescence, 90 min; max activation, %; actives 0.58% (n = 410,000); in the data active means max activation above about 30%; further: 0% is about no effect; mostly tested at two doses, the higher about 12 µM
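Agonist mode: compounds and dopamine controls were applied to plated cells for 90 min at 37 degrees C after an overnight attachment at 1500 cells/well. Luminescent read-out followed 30 - 60 minutes at room temperature with DiscoveRx detection reagent.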
GLP-1R agonist: agonists of human GLP-1 receptor; AID 624172; Potency, µM (highest dose often 45.6 µM), inactives show at the highest dose activation, hits mostly activators; P43220; actives 0.007% (n = 380,000); HEK293 GLP-1R CRE-luciferase, luminescence, 4-6 h; cells express a hypersensitive GLP-1R form; further: potency means the concentration at half of the fitted maximal effect; % of control where 0% means no effect
PTHR1 ag: agonists of human PTHR1 parathyroid hormone receptor; Q03431; HEK293 GP2 PTHR1 cells, GloSensor cAMP luminescence, 1 h; Potency, µM (titrated, usually from 115 µM), without a hit: at the highest dose activation, actives largely listed as activators; actives 0.075% (n = 410,000); AID 743266; further: potency means the concentration at half of the fitted maximal effect; nearly all actives have a fitted effect of over 55% in size; some results filed as inactive show a strong effect at the top dose; inactives centre near -15; many of its hits are not listed in these tables
Target sequence (Q03431 whole entry, looked up): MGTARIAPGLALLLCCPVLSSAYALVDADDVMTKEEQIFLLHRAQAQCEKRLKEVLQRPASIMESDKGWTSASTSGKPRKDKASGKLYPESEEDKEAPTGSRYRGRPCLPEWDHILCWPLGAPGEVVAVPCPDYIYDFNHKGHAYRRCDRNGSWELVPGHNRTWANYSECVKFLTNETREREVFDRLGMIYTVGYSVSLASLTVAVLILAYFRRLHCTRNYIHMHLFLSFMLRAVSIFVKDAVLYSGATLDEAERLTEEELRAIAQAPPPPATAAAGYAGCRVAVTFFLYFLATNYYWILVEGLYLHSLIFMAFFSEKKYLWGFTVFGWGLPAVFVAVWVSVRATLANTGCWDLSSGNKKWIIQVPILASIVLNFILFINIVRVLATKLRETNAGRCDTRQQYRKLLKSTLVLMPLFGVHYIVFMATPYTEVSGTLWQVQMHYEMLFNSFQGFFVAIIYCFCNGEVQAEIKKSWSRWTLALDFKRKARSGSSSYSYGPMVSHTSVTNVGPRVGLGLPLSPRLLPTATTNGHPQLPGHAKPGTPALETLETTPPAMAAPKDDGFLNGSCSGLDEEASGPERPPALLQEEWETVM
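HEK-293-derived GP2 cells expressing PTHR1 and a GloSensor cAMP reporter, 3,000/well, plated overnight, given luciferin plus IBMX (each 0.5 mM as added) for 1 h at 37 °C, then compound for 1 h at 37 °C. Luminescence was read after 15 min at room temperature.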
Active calls of the source: *; i = inactive; ? = inconclusive; . = no result given; & = joins results of further samples; [ ] = remark or other dose. Unless noted, the call rests on the fitted dose curve; in most records, active means well fitted curve in the direction sought with a large enough effect; inconclusive means small, poorly fitted or top-dose-only effect, or another doubt; inactive means no such curve, though single readings can be large; an effect the other way counts as inactive or inconclusive. An excerpt, so the mix of outcomes need not match the whole.

Every second line gives: TDP-43 yeast inh	D3 antag	GLP1R inv ag	aSyn rescue	KB-V1 MDR tox	GLP1R cytotox	DRD3 agonist	GLP-1R agonist	PTHR1 ag
Nc1nc2c(ncn2[C@@H]2O[C@H](CNCC3=Cc4cc(O)ccc4OC3)[C@@H](O)[C@H]2O)c(=O)[nH]1
→ 18%	6	19%	?	4%	5%	12	-1%	-23%
COc1cccc(NC(=O)CC2Oc3ccccc3NC2=O)c1 (stereo not drawn)
→ 18%&15%	-8	0%&-6%	-1%	7%	3%&-4%	4&-1	0%	-23%&-8%
O=C(NC(Cc1ccccc1)C(=O)O)c1ccccc1 (stereo not drawn)
→ 9%	-12	13%	-2%	12%	0%	6	-6%	i
COc1cc(CNCCO)cc(Cl)c1OCc1ccccc1Cl
→ -25%	12	?	1%	-29%	?	-10	9%	-18%
CCCCC(=O)Nc1ccc2c3c(cccc13)C(=O)N2CC
→ -1%	27	0%	-6%	-24%	3%	-5	10%	i
COc1ccc(C2c3c(n(C)c4ccccc34)C(=O)N2CC(=O)Nc2ccc(C)c(Cl)c2)cc1 (stereo not drawn)
→ 11%	.	-21%	.	2%	0%	-10	.	?
C=CCC1(NCc2ccco2)CCN(CC)CC1
→ 0%	-2	-2%	-10%	16%	2%	-15	0%	i
O=C(NCc1cccnc1)c1cn(-c2ccccc2)nc1-c1ccccc1
→ ?	14	-14%	0%	?	3%	-3	3%	-53%[inhibitor]
O=C(O)COCC(=O)Nc1ccc(Oc2ncnc3cc(Cl)ccc23)nc1
→ 12%	-15	-11%	1%	-1%	0%	-8	2%	i
COc1cccc(C(CNC(=O)C(c2ccccc2)c2ccccc2)N(C)C)c1 (stereo not drawn)
→ -5%	4	?	5%	-30%	5%	-1	16%	i
N#Cc1cc2c(nc1SCc1cccc(Cl)c1)CCCCC2
→ -2%	-3	0%	3%	-4%	-2%	-2	-6%	i
Cc1nc(C(C)N(C)Cc2nc(-c3ccc4c(c3)OCO4)no2)c(C)s1 (stereo not drawn)
→ -15%	1	?	4%	-1%	6%	1	17%	-11%
Cc1ccccc1C(=O)NC1CCN(Cc2nnnn2CCc2ccccc2)CC1
→ 0%	-7	5%	-2%	7%	-12%	1	-3%	-4%[57.5 µM]
O=C(COC(=O)C1CCN(c2ccc(C(F)(F)F)cn2)CC1)NCc1ccc(Cl)cc1Cl
→ 8%	-11	1%	16%	?	-4%	-10	-1%	i
Cc1ccccc1CSCC(=O)NCc1ccco1
→ -11%[0.397 µM]	9	-18%	15%	-11%	-27%	5	5%	-16%
COc1ccc(-c2[nH]c(-c3ccc(C)cc3)nc2SCC(=O)NCc2ccco2)cc1OC
→ 10%	15	-15%	4%	2%	-3%	-5	-3%	-25%
O=C(OCn1nnc2ccccc2c1=O)c1ccc2c(=O)n3c(nc2c1)CCC3
→ 7%	6	-85%	9%	-3%	26%	5	9%	1%[57.5 µM]
COCOCCn1cc(CN2CCS(=O)(=O)N(Cc3ccc(-c4ccc(Cl)nc4)cc3)C(C(C)C)C2=O)nn1 (stereo not drawn)
→ 0%	12	7%	0%	-6%	7%	-5	5%	-39%
COC(=O)c1c(NC(=S)NN2CCN(C)CC2)sc2c1CCC(C)C2 (stereo not drawn)
→ 11%	?	10µM*	-7%	?	?	0	15%	-21%
CC(C)c1nnc(NC(=O)CCC(=O)NC2CCCc3ccccc32)s1 (stereo not drawn)
→ -1%	-1	-17%	-14%	?	-9%	-11	2%	-2%

Some of the entries above, set out differently:
COC(=O)c1c(NC(=S)NN2CCN(C)CC2)sc2c1CCC(C)C2 (stereo not drawn)
  TDP-43 yeast inh: 11% | D3 antag: ? | GLP1R inv ag: 10µM* | aSyn rescue: -7% | KB-V1 MDR tox: ? | GLP1R cytotox: ? | DRD3 agonist: 0 | GLP-1R agonist: 15% | PTHR1 ag: -21%
CC(C)c1nnc(NC(=O)CCC(=O)NC2CCCc3ccccc32)s1 (stereo not drawn)
  TDP-43 yeast inh: -1% | D3 antag: -1 | GLP1R inv ag: -17% | aSyn rescue: -14% | KB-V1 MDR tox: ? | GLP1R cytotox: -9% | DRD3 agonist: -11 | GLP-1R agonist: 2% | PTHR1 ag: -2%

Carrying on.
Every second line gives: TDP-43 yeast inh	D3 antag	GLP1R inv ag	aSyn rescue	KB-V1 MDR tox	GLP1R cytotox	DRD3 agonist	GLP-1R agonist	PTHR1 ag
CCC(=O)N1CCc2cc(S(=O)(=O)NC(Cc3ccccc3)C(=O)O)ccc21 (stereo not drawn)
→ -28%&-2%	-7	5%&0%	-1%	0%	-4%&-3%	-1&8	-1%	-13%
c1ccc2c3c([nH]c2c1)C1(CCCCC1)NCC3
→ 3%	0	?	9%	-9%	-1%	0	8%	i
Cc1nc(C(=O)NC2CCCCC2)sc1C1(C)CC(c2cccc([N+](=O)[O-])c2)=NO1 (stereo not drawn)
→ -5%	4	?	17%	1%	-19%	-9	-5%	-70%[inhibitor]
N#Cc1ccc(CO/N=C/c2ccccc2)cc1
→ 10%[9.22 µM]	-6	1%[7.66 µM]	-5%	20%	2%[7.66 µM]	-4	8%	i
CC1CCCCN1C(=O)Cn1c(=O)oc2cc(S(=O)(=O)N3CCCCC3)ccc21 (stereo not drawn)
→ -22%	-22	?	0%	-18%	5%	1	2%	i
O=C(CC[C@H]1O[C@@H](n2ccc(=O)[nH]c2=O)[C@H](O)[C@@H]1O)N[C@@H](Cc1ccccc1)C(=O)NCC1CCCO1 (stereo partly drawn)
→ 21%	9	24%	-2%	7.3µM*	2%	0	-7%	-18%
COc1ccc(CCNC(=O)c2cc(S(=O)(=O)N3CCCCC3)ccc2Cl)cc1
→ -18%	-8	8.9µM*	-23%	2%	20%	-9	7%	-23%
COc1cc(CN2CCCC(CO)(Cc3ccccc3)C2)ccc1O (stereo not drawn)
→ -19%	?	?	-17%	-6%	3%	-11	0%	-23%
CC(OC(=O)c1ccc(Cl)nc1)C(=O)N1CCc2ccccc21 (stereo not drawn)
→ 2%	0	-30%	7%	?	8%	-7	5%	?
CS(=O)(=O)N(CC(=O)N1CCC(C(N)=O)CC1)c1cc(C(F)(F)F)ccc1Cl
→ 5%	14	-2%	5%	3%	-17%	7	-1%	-7%
COc1ccc(CCNC(=O)CSc2nc3[nH]ncc3c(=O)n2-c2ccc(Br)cc2)cc1OC
→ 8%	7	37%[activator]	2%	0%	-10%	2	14%	i
COc1cccc(OCC(=O)N(C)Cc2nc(-c3ccccc3)no2)c1
→ -3%	2	?	7%	-2%	-5%	4	11%	i
COC1OC2COC(c3ccccc3)OC2C(O)C1NC(C)=O (stereo not drawn)
→ 19%	0	14%	0%	14%	1%	4	7%	i
O=C(CCSc1ccccc1)OCn1nnc2ccccc2c1=O
→ -21%	13	-7%	28%	1%	1%	-5	5%	-8%
CCOC(=O)c1cccc(NC(=O)c2cncc(Br)c2)c1
→ 17%	17	-2%	-1%	-6%	16%	-7	4%	-13%
COc1cccc(N2C(=O)CN(Cc3cc(OC)c(OC)c(OC)c3)C2=S)c1
→ -6%	15	-11%	-1%	7%	-4%	8	8%	-5%
COc1ccc(CCNC(=O)/C=C\c2ccccc2)cc1OC
→ 13%	10	8%	-2%	-2%	-15%	0	4%	-6%
C[C@@H]1CN([C@@H](C)CO)C(=O)CCCn2nncc2CO[C@H]1CN(C)Cc1ccc(Oc2ccccc2)cc1
→ 0%	-8	?	4%	14%	-13%	1	-5%	-17%
CCOc1ccc(NC(=O)c2c(C)oc3nc(C)nc(N4CCCC4)c23)cc1
→ 34%	.	-1%	.	.	1%	7	.	-7%
NNc1nc2sc3c(c2c(=O)n1C1CCCCC1)CCN(Cc1ccccc1)C3
→ -13%	-17	5%	-1%	-3%	-1%	3	2%	-2%
Cc1ccc(N=CNc2ccc(C)cc2C)c(C)c1
→ 12%	9	32%	1%	10%	12%	12	3%	i
Cc1ccc2nc(-c3ccc(NC(=O)COC(=O)c4ccc(=O)[nH]c4)cc3)sc2c1
→ 22%	23	?	0%	3%	-15%	1	0%	-27%
CCOc1cc2c(cc1/C=C/C(=O)O)OC(C)C2 (stereo not drawn)
→ 22µM*	18	0%	-10%	13%	2%	0	-5%	-7%
CCOc1ccccc1NC(=O)Cn1c(=O)sc2ccccc21
→ 28%[9.22 µM]	6	-32%	0%	?	2%	4	10%	-10%
COc1ccccc1N1CCN(C(=O)/C=C/c2c(Cl)nc3ccccn23)CC1
→ 27%	0	27%	0%	-27%	-2%	15	10%	-28%
Cc1ccc(NC(=O)CN2CCCN(Cc3ccccc3Cl)S2(=O)=O)c(C)c1
→ 17%	.	?	.	-11%	5%	1	.	-65%[inhibitor]
Cc1csc(NC(=O)c2ccc(C)s2)n1
→ 4%	5	-29%	-3%	-8%	-6%	6	0%	i
CC1(C(=O)NS(=O)(=O)c2cccc(F)c2)CCN1C(=O)C1CCCCC1 (stereo not drawn)
→ -1%	14	7%	1%	-3%	0%	-1	-1%	-6%
COc1ccc(-c2nc(C#N)c(N3CCCCC3)o2)cc1
→ 0%	-4	-22%	-2%	-14%	1%	-15	28%	-12%

Molecules shown so far with a thiophene ring, fused or not:
Every second line gives: TDP-43 yeast inh	D3 antag	GLP1R inv ag	aSyn rescue	KB-V1 MDR tox	GLP1R cytotox	DRD3 agonist	GLP-1R agonist	PTHR1 ag
COC(=O)c1c(NC(=S)NN2CCN(C)CC2)sc2c1CCC(C)C2 (stereo not drawn)
→ 11%	?	10µM*	-7%	?	?	0	15%	-21%
NNc1nc2sc3c(c2c(=O)n1C1CCCCC1)CCN(Cc1ccccc1)C3
→ -13%	-17	5%	-1%	-3%	-1%	3	2%	-2%
Cc1csc(NC(=O)c2ccc(C)s2)n1
→ 4%	5	-29%	-3%	-8%	-6%	6	0%	i
